Screening results deposited in PubChem BioAssay by several laboratories.
KOR beta-arrestin-1 – KOR antagonists, beta-arrestin recruitment, cell-based, luminescence, uHTS (AID 1778) | Kappa-type opioid receptor (Homo sapiens) | KOR beta-arrestin recruitment, luminescence, antagonist mode; higher % means a stronger effect | one-dose inhibition, % at 10 µM; IC50 in µM for titrated hits | hit rate 0.091% among 290,000; also: strong numbers were not always called active
Myeloid diff 2 – induction of myeloid progenitor differentiation, primary screen, cell-based, flow cytometry, MLPCN library; ER-HoxA9 myeloid progenitors, lysozyme-GFP differentiation; calls only at 10 µM; hit rate 1% among 360,000; AID 624256, 2012;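 active = normalized GFP-positive differentiation at or above the plate's own cutoff, the solvent-only control mean plus 3 SD; inconclusive = no clear call, values can overlap the other calls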;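 also: cells exposed to compound for four days before flow analysis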
NOD1 inhibition – NOD1 signaling inhibitors, primary screen, cell-based, luminescence, uHTS (AID 1578). hit rate 1% among 290,000. NOD1-driven NF-kB luciferase reporter cells, luminescence; higher % means a stronger effect. inhibition, % at 4 µM; hits with a dose series show EC50 in µM; in the data active = inhibition mostly above about 36%, no sharp cut-off; inactive = mostly below about 34%;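 also: HEK-293T reporter cells stimulated with the NOD1 agonist gamma-tri-DAP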
HIV fusion peptide – inhibitors of HIV fusion peptide binding, primary screen, biochemical, uHTS, fluorescence dequenching (AID 1986). cell-free peptide binding, fluorescence dequenching, 30 min; higher % means a stronger effect. hit rate 0.3% among 290,000. inhibition, % at 20 µM, or IC50 in µM where a hit was titrated; in the data active = inhibition mostly above about 52%, no sharp cut-off; inactive = mostly below about 76%; also: some results filed as inactive read as strong as hits
KOR beta-arrestin-2 – KOR agonists, beta-arrestin recruitment, primary screen, cell-based, luminescence, uHTS (AID 1777); Kappa-type opioid receptor (Homo sapiens); KOR beta-arrestin recruitment, luminescence; higher % means a stronger effect; activation, % at 10 µM; hits with a dose series show EC50 in µM; hit rate 0.02% among 280,000; in the data active = activation above about 50%, passing the limit was not always enough; also: a part of the inactive calls stands beside numbers as strong as those of hits
SIAH1 antagonists – Siah-1 peptide-binding antagonists, primary screen, biochemical, fluorescence polarization, rhodamine-plectin, uHTS (AID 1817); Siah-1 / rhodamine-plectin peptide fluorescence polarization; higher % means a stronger effect; displacement, % at 20 µM, or IC50 in µM where a hit was titrated; hit rate 0.02% among 290,000;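 active = displacement of at least 50% at 20 µM, with a fluorescence ratio check between 0.3 and a set limit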;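 also: plate controls were Siah plus tracer with DMSO for no effect and tracer alone without Siah for full effect; strong numbers were not always called active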
LYP phosphatase – inhibitors of LYP phosphatase, biochemical, fluorescence intensity, uHTS (AID 1779). recombinant LYP phosphatase, fluorescence intensity; higher % means a stronger effect. inhibition, % at 11.5 µM, or IC50 in µM where a hit was titrated. hit rate 0.054% among 290,000;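 also: plate controls were vehicle with enzyme for no effect and no enzyme for full effect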
Salmonella PhoP GFP – inhibitors of PhoP regulon expression, primary screen, Salmonella Typhimurium, GFP reporter (AID 1863); S. Typhimurium PhoP-regulated promoter GFP reporter, 4 h; higher % means a stronger effect; inhibition, % at 50 µM; hits with a dose series show IC50 in µM; hit rate 0.16% among 300,000;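 active = inhibition over 29.93%, a cutoff 3 SD above the screen mean, later confirmed by dose response; inconclusive = inhibition over 29.93% but no dose response follow-up; inactive = inhibition at most 29.93% or unconfirmed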;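 also: 0% = low Mg2+ inducing control and 100% = high Mg2+ repressing control; strong numbers were not always called active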
HEK293 NOD2/NF-kB – NOD2 signaling inhibitors, cell-based, luminescence, uHTS, HEK293 (AID 1566) | HEK293 NOD2/NF-kB luciferase reporter, luminescence; higher % means a stronger effect | one-dose inhibition, % at 4 µM; EC50 in µM for titrated hits | hit rate 0.63% among 290,000; also: many of its hits are not listed in these tables
Myeloid diff 2 GFP+ MAC1+ % – second read-out of Myeloid diff 2, no call of its own (marks repeat the call); GFP+ MAC1+ double positive, %; measured here: differentiation confirmed by MAC1 staining
* marks the source's active call; other numbers are inactive results; i = inactive; u = inconclusive; x = not tested or not shown; + = active, no number; [ ] = dose if it differs, or a comment. Rule as the data show it, unless noted: active = inhibition above about 50%; inactive = the rest.

SMILES	KOR beta-arrestin-1	Myeloid diff 2	Myeloid diff 2 GFP+ MAC1+ %	NOD1 inhibition	HIV fusion peptide	KOR beta-arrestin-2	SIAH1 antagonists	LYP phosphatase	Salmonella PhoP GFP	HEK293 NOD2/NF-kB
COc1cc2[nH]c(=O)n(CCC(=O)NC3CCN(Cc4ccccc4)CC3)c(=O)c2cc1OC	26%	i	1.1	-9%	-0.5%	-4.9%	-2%	-4%	-1%	2%
C=CCC(NC(C)c1ccccc1)c1ccco1 (stereo not given)	-27%	i	1.8	13%	-1.1%	1.7%	-2%	-3%	-7%	14%
Nn1c(Cc2cccc3ccccc23)nnc1SCn1nnc2ccccc2c1=O	-18%	i	0.9	-14%	-1.9%	-2.5%	5%	-6%	-2%	8%
CC1=C(C(=O)Nc2cccc(C(=O)NCc3ccc(F)cc3)c2)SCCO1	5%	i	5.0	-14%	-2.4%	-3.1%	0%	2%	-7%	8%
CCCS(=O)(=O)N1CCC(C(=O)NCCN2CCCC2)CC1	24%	i	2.4	-14%	2.9%	-2.9%	2%	-4%	-2%	8%
Cc1cc2c(cc1C)NC1=C(N2)OC(c2cccc(O)c2)C1=O (stereo not given)	15%	i	0.3	-11%	0.6%	0.6%	1%	0%	-5%	17%
Cc1ccc(NC(=O)CSc2ccc3nnc(-c4ccccn4)n3n2)cc1	-2%	i	1.8	-39%	0.9%	5.7%	-2%	-4%	-5%	12%
CCn1nc(CC(=O)Nc2ccc(-n3cnnn3)c(C)c2)c2ccccc2c1=O	24%	i	0.3	-8%	-2.3%	-2.0%	-1%	-6%	-5%	17%
Cc1onc(-c2ccccc2Cl)c1C(=O)Nc1ccc(S(=O)(=O)NCC2CCCO2)cc1 (stereo not given)	34%	i	6.8	-6%	-0.1%	-0.8%	-1%	-6%	3%	8%
COc1cccc(C(=O)NCCn2ccc3ccccc32)c1	-16%	i	1.3	-29%	2.4%	-0.1%	1%	-4%	-1%	-49%
Cc1ccc(C)c(CS(=O)(=O)c2cn(CC(=O)N3CCC(C)CC3)c3ccccc23)c1	24%	i	0.7	-23%	1.3%	5.1%	0%	4%	-12%	12%
CCOC(=O)Cc1cnc(NC(=O)CSc2nc(C)cc(C)n2)s1	14%	i	0.2	-11%	1.7%	-2.1%	9%	-7%	-8%	11%
CCOC(=O)c1c(NC(=O)CSc2nnnn2C)sc(C(=O)N(C)C)c1C	17%	i	0.4	-47%	-1.1%	-0.1%	0%	-3%	-5%	26%
Cc1ccc(NC(=O)CN2C(=O)NC3(CCc4ccccc43)C2=O)cc1Cl (stereo not given)	6%	i	0.0	-37%	0.9%	3.6%	-2%	0%	-3%	-22%
S=c1[nH]nc(-c2ccncc2)n1/N=C/c1cccc2ccccc12	-16%	x	x	50%	-4.0%	-4.1%	-9%	-2%	1%	2%
Cc1ccc(NC(=O)c2ccc(Cl)nc2)cc1	1%	i	0.5	-42%	-1.1%	0.9%	14%	2%	4%	-12%
Cc1coc2c(C)c3oc(=O)c4c(c3cc12)CCCC4	8%	x	x	-42%	0.2%	0.2%	2%	2%	x	-15%
CC1CCCCC1NC(=O)CCCCCn1c(=S)[nH]c2ccccc2c1=O (stereo not given)	-7%	x	x	-21%	-1.7%	-8.4%	6%	-2%	2%	2%
CCOC(=O)c1ccc(NC(=O)Cn2cccc2)cc1	4%	i	2.6	-46%	-1.1%	-1.5%	5%	3%	-15%	4%
COc1ccc(/C=C2\N=C3CCCCCN3C2=O)cc1	14%	i	0.1	-32%	0.0%	-1.6%	-2%	-5%	0%	-8%
CC(=O)c1cccc(NC(=O)CCNS(=O)(=O)c2cccc3nonc23)c1	-17%	i	0.2	-22%	-0.2%	-1.3%	-2%	-2%	4%	-6%
COC(=O)CCC(=O)N1CCCC(CO)(Cc2ccccc2C)C1 (stereo not given)	-25%[20 µM]	i	0.2	-36%	0.2%	x	0%	-4%	1%	12%
COc1ccc(COC(=O)c2cccc(S(=O)(=O)N3CCCC3)c2)cc1F	14%	i	0.7	2%	-0.3%	-3.5%	2%	-14%	6%	18%
CCC(=O)Nc1ncc2c(n1)CC(c1ccco1)CC2=O (stereo not given)	45%	i	7.4	-6%	23%	0.3%	41%	-1%	7%	15%
COc1ccc(C2=NOC(C(=O)NCCN3CCOCC3)C2)cc1 (stereo not given)	-56%	i	1.5	65%	0.6%	2.8%	-6%	-8%	5%	-3%
CCOC(=O)c1cc(C#N)c(SCC(=O)Nc2ccc(C(C)=O)cc2)[nH]c1=O	24%	i	1.0	-2%	26%	-0.8%	4%	0%	-1%	14%
COc1ccc(C(=O)Nc2sc3c(c2C#N)CCN(C(C)=O)C3)cc1	-3%	i	0.1	-20%	1.2%	-6.0%	3%	0%	5%	7%
Cc1ccc(C(=O)O/N=C(\c2ccccc2)c2cccnc2)cc1	28%	i	0.5	-28%	-1.9%	-2.0%	6%	-6%	10%	-4%
O=C(Cc1ccc(Cl)cc1)NNC(=S)NC(=O)c1cccs1	8%	i	0.8	-11%	5.3%	-1.4%	11%	-2%	8%	10%
NS(=O)(=O)c1ccc(CNS(=O)(=O)c2ccc3c(c2)OCCO3)cc1	-54%	i	0.9	3%	1.7%	3.2%	-3%	-11%	-7%	2%
CCOC(=O)C1C(=O)NC(C)C1c1ccccc1 (stereo not given)	30%	i	1.0	3%	1.2%	0.2%	5%	0%	0%	12%
CCCc1ccc2oc(C(=O)N(C)Cc3ccn[nH]3)c(C)c2c1	-34%	i	4.2	-46%	0.6%	-2.1%	6%	-6%	3%	-17%
CC1CCN(C(=O)C2CC(c3ccc(F)cc3)=NO2)CC1 (stereo not given)	-13%	i	3.3	-48%	-1.1%	0.0%	2%	-4%	0%	-24%
CC(C)(C)c1ccccc1OCCCCCn1ccnc1	-29%	i	0.7	-12%	1.1%	-1.4%	1%	3%	-3%	-11%
Cc1noc(NS(=O)(=O)c2ccc(NC(=O)c3oc4ccc(Cl)cc4c3C)cc2)c1C	10%	i	0.6	-20%	65%	-1.4%	-4%	-3%	-5%	-23%
COC(=O)c1c(C)nc2c(c(SC)nn2-c2ccccc2)c1N	0%	i	0.7	22%	-2.4%	-1.7%	-4%	-4%	0%	-16%
COCCCNC(=O)CN(c1cc(OC)ccc1OC)S(=O)(=O)c1ccccc1	20%	i	1.5	-20%	-2.0%	-3.5%	1%	-8%	8%	3%
CCOC(=O)c1c(CN2CCN(CCO)CC2)n(C)c2cc(Br)c(OC)cc12	-16%	i	0.9	1%	-3.5%	3.0%	2%	4%	4%	24%
CC/C(O)=C1\C(=O)CCCC1=NCc1nc2ccccc2[nH]1	-8%	i	0.0	-16%	-0.6%	1.3%	0%	-6%	8%	1%
N#CCCn1nc(-c2ccccc2)cc1Nc1ccccc1NC(=O)c1cccs1	-14%	i	0.9	-8%	-0.2%	0.4%	-3%	-4%	-8%	-3%
COc1cccc(CNC(=O)CCS(=O)(=O)c2ccc3c(c2)NC(=O)CO3)c1	-39%	i	0.7	31%	-1.0%	5.9%	-1%	-11%	15%	24%
CCOc1ccc(C2/C(=C(\O)c3ccc4c(c3)OCCO4)C(=O)C(=O)N2CCCN2CCOCC2)cc1 (stereo not given)	18%	i	10	-16%	0.1%	2.5%	2%	-5%	-10%	15%
Cc1cc(C)c(S(=O)(=O)NC2CC3CCC2C3)c(C)c1 (stereo not given)	3%[20 µM]	i	0.5	-20%	1.2%	-1.7%	3%	-5%	-2%	6%
c1ccc(CSC2=NCCCN2)cc1	36%	i	0.3	-26%	1.6%	-6.0%	0%	2%	3%	10%
COCCNc1nc2c(c(=O)n(Cc3cccc(Cl)c3)c(=O)n2C)n1C	-31%	+	24*	-13%	1.2%	-2.8%	-2%	-2%	-4%	5%
CCC[C@@H]1C[C@@H](C(=O)N[C@@H](C2O[C@H](SC)[C@H](O)[C@@H](O)[C@H]2O)[C@H](C)Cl)N(C)C1 (stereo not given in full)	-8%	i	1.8	1%	-1.9%	-1.4%	5%	-8%	-20%	2%
COC(=O)c1ccc(S(=O)(=O)N2CCc3ccccc32)cc1	-19%	x	x	12%	2.1%	3.3%	-2%	-1%	-1%	13%
CC1(C)Cc2nc3oc4c(=S)nc[nH]c4c3cc2CO1	10%	i	2.2	-4%	-2.3%	-4.1%	0%	-3%	5%	-9%
O=C(Cc1ccc(-c2ccccc2)cc1)Nc1ccccc1	-10%	i	0.3	-2%	-2.3%	6.2%	-4%	-10%	-6%	-1%
Cc1ccc(C)c(N(C(=O)Cn2nnc(-c3cccs3)n2)C(C(=O)NC2CC2)c2ccc(C)o2)c1 (stereo not given)	11%	i	1.8	-6%	3.0%	3.1%	1%	-4%	-6%	-12%

(continued)
SMILES	KOR beta-arrestin-1	Myeloid diff 2	Myeloid diff 2 GFP+ MAC1+ %	NOD1 inhibition	HIV fusion peptide	KOR beta-arrestin-2	SIAH1 antagonists	LYP phosphatase	Salmonella PhoP GFP	HEK293 NOD2/NF-kB
CCOC(=O)C1=C(O)/C(=C/c2cccc(OC)c2O)N=C1C	3%[20 µM]	i	0.4	-12%	3.2%	-3.0%	0%	6%	-9%	-9%
CN(C)c1ccc(C(C(=O)NCC2CCCO2)N(Cc2ccco2)C(=O)c2snc(C(N)=O)c2N)cc1 (stereo not given)	2%	i	0.1	2%	0.3%	-3.0%	9%	-6%	0%	20%
COc1ccc(C(=O)Nc2cccnc2Cl)cc1OC	-38%[20 µM]	i	0.4	-42%	-0.6%	-4.6%	10%	-7%	3%	7%
CN(C)CCCN(C(=O)CCOc1ccccc1)c1nc2ccc(F)cc2s1	36%	x	x	10%	0.7%	0.3%	-5%	-2%	-3%	22%
O=C(Cc1ccc(F)cc1)N1CCC(CC2CC(c3cccc(Br)c3)=NO2)(C(=O)NCC2CCCCC2)CC1 (stereo not given)	-14%[20 µM]	i	2.2	-9%	0.4%	-2.2%	0%	-2%	-7%	-18%
Cn1c(N)c(C(=O)COC(=O)C2=COCCO2)c(=O)n(C)c1=O	-22%	i	0.4	-28%	1.2%	-3.8%	-2%	-3%	-17%	-4%
COc1cccc(NC(=O)Cn2nnc(C(=O)NCCc3ccccc3)c2N)c1	26%	u	x	-27%	7.3%	6.7%	17%	-9%	-8%	12%

Structures listed so far that contain bromine (2):
SMILES	KOR beta-arrestin-1	Myeloid diff 2	Myeloid diff 2 GFP+ MAC1+ %	NOD1 inhibition	HIV fusion peptide	KOR beta-arrestin-2	SIAH1 antagonists	LYP phosphatase	Salmonella PhoP GFP	HEK293 NOD2/NF-kB
CCOC(=O)c1c(CN2CCN(CCO)CC2)n(C)c2cc(Br)c(OC)cc12	-16%	i	0.9	1%	-3.5%	3.0%	2%	4%	4%	24%
O=C(Cc1ccc(F)cc1)N1CCC(CC2CC(c3cccc(Br)c3)=NO2)(C(=O)NCC2CCCCC2)CC1 (stereo not given)	-14%[20 µM]	i	2.2	-9%	0.4%	-2.2%	0%	-2%	-7%	-18%

These rows are one share of the data. The share of hits here may be higher or lower than overall.
